From PubChem
A549 tox – Nrf2 qHTS screen for inhibitors: counterscreen for cytotoxicity; A549 ARE-Fluc cells, CellTiter-Fluor viability, 18-24 h; Potency, µM (top dose mostly 46 µM), without a hit: at the highest dose activity change, negative = cytotoxicity, actives largely listed as inhibitors; actives 0.16% (n = 390,000); also: potency is read from the fitted curve at half-maximal effect; % is scaled to controls: 0 for no effect and ±100 for the full control effect
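A549 ARE_Fluc cells in 5% FBS OPTI-MEM were exposed to compounds in concentration-response for 18-24 h at 37 deg C. Viability was read by CellTiter-Fluor fluorescence (Ex 405/Em 525) after 30 min, before the luciferase read.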
HepG2 tox – qHTS for Inhibitors of TGF-b: Cytotox Counterscreen. HepG2 CAGA-GFP viability, ATP luminescence, 18 h. Potency, µM (top dose mostly 46.1 µM), inactives show top-dose activity change, negative = cytotoxicity, usual class: cytotoxic. actives 0.76% (n = 410,000). AID 588856, 2011; also: potency is read from the fitted curve at half-maximal effect; some results filed as inactive show a strong effect at the top dose
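CellTiter-Glo luminescence gave cytotoxicity after 18 hours at 37 degrees C. The cells were HepG2 CAGA-GFP in 1% FBS DMEM, stimulated with 500 pg/mL TGF-beta after compound addition. %Activity was normalised to no-cell wells (complete cell-killing) and DMSO (no toxicity), and curves were fitted and classified.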
TGFb inhibitor – qHTS for Inhibitors of TGF-b; HepG2 CAGA-GFP TGF-b/SMAD3 reporter, GFP fluorescence, 18 h; TGF-beta stimulated, 500 pg/mL final; Potency, µM (top dose mostly 46.1 µM), for the others: at the top dose activity, negative = inhibition, actives largely listed as inhibitors; actives 1.2% (n = 410,000); AID 588855, 2011; also: potency is read from the fitted curve at half-maximal effect; % is scaled to controls: 0 for no effect and ±100 for the full control effect; nearly all actives have a fitted effect of over 65% in size
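Per well, imaged GFP fluorescence of HEPG2 CAGA-GFP cells gives the signal; cells get compound, then TGF-beta (500 pg/mL final), 18 h at 37 degrees C; %Activity versus -TGF-beta and +DMSO controls.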
ATXN2 expr inh – Primary qHTS for Inhibitors of ATXN expression; HEK-293 ATXN2-luciferase reporter, luminescence, 24 h; Potency, µM (series often up to 57 µM), for inactives: at the top dose activity change, negative = inhibition, hits mostly inhibitors; actives 0.72% (n = 360,000); AID 1745845, 2022; also: potency is read from the fitted curve at half-maximal effect; % is scaled to controls: 0 for no effect and ±100 for the full control effect; nearly all actives have a fitted effect of over 55% in size
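qHTS (up to 57 uM final) was run with 24 h compound exposure of reporter cells at 37 °C. Each well was multiplexed: SteadyGlo luminescence measured ATXN2-luciferase expression after a fluorogenic Gly-Phe-AFC viability readout (25 uM final).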
IL1B secr inh – qHTS for Inhibitors of Inflammasome Signaling: IL-1-beta AlphaLISA Primary Screen; actives 4.7% (n = 360,000); activity change, % at 57.5 µM; THP-1 LPS/ATP IL-1B secretion, AlphaLISA, 16 h; active compounds read low; in the data active = activity change below about -50%; inconclusive = mostly about -30% to -49%; also: % is scaled to controls: 0 for no effect and ±100 for the full control effect
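THP-1 cells pretreated 1 hr with compounds (up to 57.5 uM final), then stimulated with LPS (250 ng/mL final) plus ATP (1.25 mM final); secreted IL-1B measured by AlphaLISA after 16 hr, decreased signal indicating inhibition.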
ATXN viability – Viability Counterscreen for Primary qHTS for Inhibitors of ATXN expression; S2 cells (HEK-293 line with an ATXN2-luciferase reporter) viability, CellTiter-Fluor protease fluorescence, 24 h; Potency, µM (series often up to 56.7 µM), usual class: cytotoxic; actives 0.49% (n = 400,000); also: potency is read from the fitted curve at half-maximal effect; nearly all actives have a fitted effect of over 40% in size
Nrf2 ARE act – qHTS of Nrf2 Activators; AREc32 ARE-luciferase reporter (MCF7-derived line), luminescence, 24 h; actives 0.31% (n = 410,000); AID 624171, 2012; Potency, µM (doses to about 46.1 µM), for inactives: at the top dose activation, hits mostly activators; also: potency is read from the fitted curve at half-maximal effect; % of control where 0% means no effect; nearly all actives have a fitted effect of over 65% in size
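Luminescent ARE reporter assay in AREc32_Fluc cells: overnight plating at 37 deg C, 24 hr compound incubation, Steady-Glo added, 30 min RT before reading.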
MCF10A rereplic – A quantitative high throughput screen for small molecules that induce DNA re-replication in MCF 10a normal breast cells; Potency, µM (series often up to 46.1 µM), without a hit: at the highest dose activity, positive = re-replication, hits mostly activators; actives 2.9% (n = 350,000); MCF 10A DNA re-replication, Hoechst nuclear intensity, 48 h; AID 624296, 2012; also: potency is read from the fitted curve at half-maximal effect; % of control where 0% means no effect; nearly all actives have a fitted effect of over 50% in size
Nrf2 block – Nrf2 qHTS screen for inhibitors | actives 2.1% (n = 360,000) | A549 ARE-Fluc reporter, luciferase luminescence, 18-24 h | Potency, µM (titrated, usually from 46 µM), inactives show at the top dose activity change, negative = inhibition, usual class: inhibitors; also: potency is read from the fitted curve at half-maximal effect; % is scaled to controls: 0 for no effect and ±100 for the full control effect; nearly all actives have a fitted effect of over 60% in size
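Nrf2 activity is the BugLite luminescence, read 15 min after reagent at room temperature, following CellTiter-Fluor cytotoxicity readout (30 min, 37C). Compound titrations were applied for 18-24 h to 5000 A549 ARE_Fluc cells/well in 5% FBS OPTI-MEM.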
* marks the source's active call; other numbers are inactive results; i = inactive; ? = inconclusive; · = not tested or not shown; & = joins results of further samples; [ ] = remark or other dose. Unless noted, calls follow the shape of the dose curve; as a rule, active = well fitted curve in the direction sought with a large enough effect; inconclusive = small, poorly fitted or top-dose-only effect, or another doubt; inactive = no such curve, though single readings can be large; an effect the other way counts as inactive or inconclusive.

SMILES	A549 tox	HepG2 tox	TGFb inhibitor	ATXN2 expr inh	IL1B secr inh	ATXN viability	Nrf2 ARE act	MCF10A rereplic	Nrf2 block
COc1ccc(C(NC(=O)C2CCN(CCOc3ccccc3)CC2)c2ccccn2)cc1 (stereo unspecified)	·	-21.7%	1.4%	-2.1%	-13.2	i	-0.7%[9.22 µM]	·	·
CC(NC(=O)NC(=O)c1ccc(Cl)cc1)c1ccccc1 (stereo unspecified)	12.1%	-32.9%	-13.3%	-3.0%	-9.2	i	0.5%	7.9%	?
O=C(NC1=NCCS1)C1COc2ccccc2O1 (stereo unspecified)	-5.1%	-23.2%	2.9%	2.51µM*	11.5	i	-2.3%	-0.3%	·
NC(=O)c1ccc(-n2nnnc2Oc2ccccc2C(=O)N2CCOCC2)cc1	8.5%	30.2%	23.0%	2.6%	-22.7	i	?	-1.9%	·
CCNC(=O)CN(Cc1ccccc1)S(=O)(=O)c1ccccc1	2.6%	3.8%	0.7%	2.0%	-1.1	i	-0.2%	3.0%	0.9%
Cc1ccc(CSc2nnc(-c3ccccn3)n2C)cc1	·	-12.8%	39.2%[activator]	45.3%[activator]	-20.8	i	0.3%	5.4%	9.7%
COc1ccc(CCNCC(=O)Nc2ccc(C)c(Br)c2)cc1OC	-1.1%	-55.7%	?	-20.5%	-14.9	i	3.6%	2.9%	19.5%
NC(=O)C1Cc2ccccc2CN1C(=O)c1cc(C2CC2)nn1-c1ccccc1 (stereo unspecified)	-11.5%	-18.6%	-2.6%	-1.5%	-16.0	?	-0.4%	8.5%	?
CCOc1ccc(S(=O)(=O)N2CCCC(C(=O)NC3CC3)C2)cc1Cl (stereo unspecified)	3.1%	-18.9%	-14.4%	-17.5%	-15.4	i	2.5%	4.9%	0.1%
CCn1c(CNC(=O)Cc2ccc(OC)cc2)nnc1SCC(=O)Nc1ccc(C(=O)O)cc1	4.2%	0.0%	4.0%	-5.1%	18.1	i	-0.5%	-1.8%	5.7%
CN(CC(=O)Nc1ccc(Cl)c(C(F)(F)F)c1)C(=O)c1cc(=O)c2ccccc2o1	-17.4%	-2.6%	-10.4%	·	18.5	?	3.9%	?	?
CC1CCCCN1CCCn1c(=S)[nH]c2ccccc2c1=O (stereo unspecified)	0.3%	-21.0%	0.7%	2.1%	0.0	i	2.9%	7.7%	·
Cc1cc(C)c2nncn2n1	-1.2%	10.8%	0.0%	10.5%	7.7	i	0.1%	2.8%	-5.5%
Cc1ccc(C)c(-n2nnnc2SCC(=O)NCC2CCCO2)c1 (stereo unspecified)	-4.3%	-3.8%	-1.0%	6.4%	-2.8	i	-0.7%	-6.4%	-0.8%
O=C(NC(=S)NCC1CCCO1)c1ccc(Cl)cc1 (stereo unspecified)	-3.5%	5.1%	-0.3%	88.4%[activator]	21.1	i	6.7%	-4.5%	24.4%
COc1ccc(N2CC(C(=O)Nc3ccc(S(=O)(=O)N4CCCCC4)cc3)CC2=O)cc1 (stereo unspecified)	-1.0%	-60.8%	0.0%	-1.0%	-8.0	i	-0.3%	-0.3%	20.6µM*
COc1ccc(NC(=O)C2CC(=O)N(Cc3ccco3)C2)cc1Cl (stereo unspecified)	-0.5%	-8.7%	-1.4%	·	1.3	i	6.8%	2.1%	15.5%
CN(C)S(=O)(=O)Oc1cccc(C(=O)Nc2ccc([N+](=O)[O-])cc2)c1	?	6.6%	-8.6%	21.1%[11.3 µM]	7.9	?	3.4%	-1.4%	?
Cc1ccc(C(=O)Nn2cnc3ccccc3c2=O)cc1C	0.1%	-16.2%	-4.0%	26.0%	0.0	i	-0.3%	-6.4%	?
COC(=O)CN(c1cccc(OC)c1)S(C)(=O)=O	-3.1%	6.2%	3.0%	6.7%	1.9	i	-0.1%	-1.5%	6.6%
COc1nn(-c2ccccc2)c(=O)c(Cl)c1Cl	2.7%	14.1µM*	14.1µM*	?	-96.1*	?	?	3.66µM*	-7.5%
COc1ccc(-n2c(=O)c3c4c(sc3n3c(=S)[nH]nc23)COC(C(C)C)C4)cc1 (stereo unspecified)	0.3%	35.8%	31.5%	-10.7%	15.9	i	2.2%	?	2.3%
O=C1CCc2cc(NS(=O)(=O)c3ccccc3)cc3c2N1CCC3	7.0%	-22.5%	19.3%	11.3%	23.5	i	5.9%	?	-17.3%
COc1ccc(C2NC(c3ccc4c(c3)OCO4)=CC(c3ccccc3O)N2)cc1OC (stereo unspecified)	-5.2%	0.5%	-6.5%	·	·	·	·	·	3.3%
O=C(Cc1ccccc1)Nc1sc2c(c1C(=O)Nc1ccc(Br)cc1)CCC2	-3.3%	-0.1%	5.9%	7.7%	·	i	-0.7%	·	5.5%

5 compounds from above, showing only ATXN2 expr inh and Nrf2 ARE act:
SMILES	ATXN2 expr inh	Nrf2 ARE act
COc1ccc(CCNCC(=O)Nc2ccc(C)c(Br)c2)cc1OC	-20.5%	3.6%
COc1ccc(C(NC(=O)C2CCN(CCOc3ccccc3)CC2)c2ccccn2)cc1 (stereo unspecified)	-2.1%	-0.7%[9.22 µM]
CC(NC(=O)NC(=O)c1ccc(Cl)cc1)c1ccccc1 (stereo unspecified)	-3.0%	0.5%
COC(=O)CN(c1cccc(OC)c1)S(C)(=O)=O	6.7%	-0.1%
CN(C)S(=O)(=O)Oc1cccc(C(=O)Nc2ccc([N+](=O)[O-])cc2)c1	21.1%[11.3 µM]	3.4%

3 entries out of the list, sorted by length of the SMILES, low to high.
SMILES	A549 tox	HepG2 tox	TGFb inhibitor	ATXN2 expr inh	IL1B secr inh	ATXN viability	Nrf2 ARE act	MCF10A rereplic	Nrf2 block
O=C(Cc1ccccc1)Nc1sc2c(c1C(=O)Nc1ccc(Br)cc1)CCC2	-3.3%	-0.1%	5.9%	7.7%	·	i	-0.7%	·	5.5%
NC(=O)C1Cc2ccccc2CN1C(=O)c1cc(C2CC2)nn1-c1ccccc1 (stereo unspecified)	-11.5%	-18.6%	-2.6%	-1.5%	-16.0	?	-0.4%	8.5%	?
COc1ccc(C2NC(c3ccc4c(c3)OCO4)=CC(c3ccccc3O)N2)cc1OC (stereo unspecified)	-5.2%	0.5%	-6.5%	·	·	·	·	·	3.3%

Next section:
SMILES	A549 tox	HepG2 tox	TGFb inhibitor	ATXN2 expr inh	IL1B secr inh	ATXN viability	Nrf2 ARE act	MCF10A rereplic	Nrf2 block
O=C(CCc1nnc(-c2ccc3c(c2)OCO3)o1)N1CCC(c2ccc(F)cc2)C1 (stereo unspecified)	-0.3%	-24.3%	-18.7%	24.6%	44.6	i	5.1%	?	?
O=C(COC(=O)c1ccccc1NC(=O)c1ccco1)NC1CCS(=O)(=O)C1 (stereo unspecified)	7.0%	8.6%	-5.4%	-11.0%	15.6	i	?	7.5%	-0.6%
O=C(CCCCCn1c(SCC(=O)c2ccccc2)nc2ccccc2c1=O)NCc1ccco1	-3.2%	-25.8%	0.6%	·	-7.9	·	7.4%	?	-19.3%
Cc1noc(NS(=O)(=O)c2ccc(NC(=O)c3ccc(OC(C)C)cc3)cc2)c1C	8.8%	0.5%	-3.9%	-0.9%	0.0	?	3.2%	-14.1%	7.8%
O=C(c1ccccc1)c1ccccn1	3.5%	-2.6%	-1.1%	4.1%	18.0	i	2.6%	-1.6%	-3.7%
COc1ccccc1OCCCCn1c(C(C)O)nc2ccccc21 (stereo unspecified)	6.8%	18.5%	-2.6%	-44.9%	20.2	?	0.5%	0.7%	?
Clc1cc2c(c(CSc3nc4ccccc4n4cccc34)c1)OCOC2	2.2%	5.9%	1.2%	18.1%	27.5	i	0.5%	8.5%	10.2%
O=C(COC(=O)CNC(=O)c1cccc(OC(F)F)c1)NNC(=O)c1ccccc1	2.2%	4.0%	6.3%	-0.9%	0.0	i	0.0%	6.4%	16.3%
N#CCCN(C(=O)CSc1ncccn1)c1ccc2c(c1)OCCO2	-1.6%	7.9%	-5.8%	·	-14.8	?	-0.5%	-1.0%	-5.4%
CCOc1ccc(/C=N/NC(=O)c2c(C)n(C)c3ccc(OC)cc23)cc1	-24.1%	26.5%	?	-11.3%	26.7	i	0.1%	11.6µM*	-23.1%
O=C(NC(=S)Nc1ccccc1N1CCCC1)c1ccco1	2.0%	-30.7%	0.0%	-18.4%	·	?	14.1µM*	?	3.7%
NC(=O)c1nc(C2CCCCC2)nc2c1[nH]c(=O)n2-c1ccc(F)cc1	-3.9%	-13.5%	-1.1%	0.2%	11.9	i	0.0%	-2.8%	10.5%
COC(=O)c1cc(NC(=O)Cc2coc3cc(OC)ccc23)cc(C(=O)OC)c1	-2.2%	-33.7%	-5.5%	-3.3%	-15.7	i	2.5%	0.3%	?
O=C(CCNC(=O)c1ccc([N+](=O)[O-])cc1)Oc1ccc(F)c(F)c1	2.3%	-9.1%	14.3%	·	-4.3	i	-0.2%	1.0%	-1.1%
N#CCCN(C(=O)COC(=O)c1ccc2c(c1)OCO2)c1ccccc1	-3.2%	-3.9%	8.5%	·	21.8	i	-0.9%	-0.4%	18.1%
CCOC(=O)c1[nH]cnc1C(=O)Nc1cccc(OC)c1	-1.6%&5.5%	8.2%&0.8%	12.5%&-3.6%	1.3%	5.5	i	2.4%&1.2%	0.5%	-3.8%
Cc1cccc(C)c1NC(=O)COC(=O)c1ccc2c(c1)OCO2	-0.5%	4.8%	3.2%	·	-4.2	i	-0.2%	-4.0%	1.6%
CCOC(=O)C1=C(N)OC2=C(C(=O)CCC2)C1c1sccc1C (stereo unspecified)	-1.6%	8.3%	0.8%	·	4.0	i	6.2%	1.2%	5.5%
CCOc1ccc(-c2ccc(NS(=O)(=O)c3cc(C)ccc3OC)cc2)nn1	-0.1%	-20.5%	-7.0%	0.0%	·	?	5.5%	·	·
